GAA glycogen mod = qHTS Assay for Inhibitors and Activators of Human alpha-Glucosidase Cleavage of Glycogen; recombinant GAA, glycogen substrate, Amplex Red glucose oxidase fluorescence; Potency, µM (doses to about 76.4 µM), inactives show top-dose activity change, negative = inhibition, actives largely listed as inhibitors; 300,000 tested, 0.38% active; AID 2100, 2009; active = well fitted inhibition curve with a large enough effect; inconclusive = small, poorly fitted or top-dose-only effect, or another doubt; inactive = no such curve, though single readings can be large or run the other way;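 also: 0% = full enzyme reaction and -100% = no-enzyme basal signal; the screen sought inhibitors and activators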
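Natural-substrate format: glycogen cleavage by 4 nM human enzyme, glucose read by Amplex Red coupling (Ex 573, Em 610 nm). Normalized to enzyme and no-enzyme controls.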
An asterisk follows results filed as active; ? = inconclusive; & = joins results of further samples; [ ] = another dose, or the depositor's remark. Potency is read from the fitted curve at half-maximal effect.

SMILES	GAA glycogen mod
CC(=O)c1ccc(NC(=O)COC(=O)C2C3CC4OC(=O)C2C4C3)cc1 (centres undefined)	7%
Cn1c(CNC(=O)CNS(=O)(=O)c2ccc(F)cc2F)cc(=O)n(C)c1=O	1%[76.3 µM]
CCc1cc2c(=O)c(-c3ccc4c(c3)OCO4)coc2c(CN(C)C)c1O	-3%
O=c1c2ccccc2c(=O)n2n1Cc1ccccc1C2	5%[76.3 µM]
COc1ccc(C(=O)CC(=O)C(=O)Nc2cc(OC)ccc2OC)cc1	1%
O=C(Cc1ccc(NC2=NC3CS(=O)(=O)CC3S2)cc1)NCc1ccccc1Cl (centres undefined)	21%[76.3 µM]
O=C(Cc1ccc(NC2=NC3CS(=O)(=O)CC3S2)cc1)NCc1ccccc1 (centres undefined)	5%[76.3 µM]
O=C(CSc1ncn[nH]1)NCc1ccc(Cl)cc1	-3%
CNC(=O)c1c(NC(=O)c2ccc(S(=O)(=O)N3CCCCC3C)cc2)sc2c1CCN(C)C2 (centres undefined)	-3%[76.3 µM]
Cc1cc(NC(=O)Nc2ccc(Cl)cc2)no1	3%[76.3 µM]
CC1(C)C2CCC1(CS(=O)(=O)NCc1ccc(Cl)cc1Cl)C(=O)C2 (centres undefined)	1%[76.3 µM]
CCOc1ccc(NC(=S)NC(=O)Cc2ccccc2)cc1	-5%[76.3 µM]
COCCCN(Cc1ccco1)C(=O)c1cc2c(s1)-c1ccc(Cl)cc1S(=O)(=O)C2	1%[76.3 µM]
Cc1cccc(NC(=S)NCc2ccccc2Cl)c1C	3%[76.3 µM]
CCc1ccc(NC(=O)CCc2ccc(C)o2)cc1	-5%[76.3 µM]
COc1ccc(S(=O)(=O)N2CCC(C(=O)NC(C)CCc3ccccc3)CC2)cc1 (centres undefined)	1%[76.3 µM]
Cc1c(C)c2c(OCC(=O)NC3CC3)cc3c(c2oc1=O)CCC(C)(C)O3	-12%[76.3 µM]
C=CCN(C(=O)c1csnn1)C(C(=O)NC1CCCC1)c1ccccc1 (centres undefined)	3%
COc1ccc(CCNC(=O)Oc2ccccc2)cc1OC	-17%
CCN1CCCC1CNS(=O)(=O)c1c(C)cc(C)cc1C (centres undefined)	2%

Sorted by molecular weight (rising): 15 of the compounds above
SMILES	GAA glycogen mod
Cc1cc(NC(=O)Nc2ccc(Cl)cc2)no1	3%[76.3 µM]
CCc1ccc(NC(=O)CCc2ccc(C)o2)cc1	-5%[76.3 µM]
O=c1c2ccccc2c(=O)n2n1Cc1ccccc1C2	5%[76.3 µM]
O=C(CSc1ncn[nH]1)NCc1ccc(Cl)cc1	-3%
COc1ccc(CCNC(=O)Oc2ccccc2)cc1OC	-17%
CCN1CCCC1CNS(=O)(=O)c1c(C)cc(C)cc1C (centres undefined)	2%
CCOc1ccc(NC(=S)NC(=O)Cc2ccccc2)cc1	-5%[76.3 µM]
CC(=O)c1ccc(NC(=O)COC(=O)C2C3CC4OC(=O)C2C4C3)cc1 (centres undefined)	7%
CCc1cc2c(=O)c(-c3ccc4c(c3)OCO4)coc2c(CN(C)C)c1O	-3%
C=CCN(C(=O)c1csnn1)C(C(=O)NC1CCCC1)c1ccccc1 (centres undefined)	3%
CC1(C)C2CCC1(CS(=O)(=O)NCc1ccc(Cl)cc1Cl)C(=O)C2 (centres undefined)	1%[76.3 µM]
Cn1c(CNC(=O)CNS(=O)(=O)c2ccc(F)cc2F)cc(=O)n(C)c1=O	1%[76.3 µM]
O=C(Cc1ccc(NC2=NC3CS(=O)(=O)CC3S2)cc1)NCc1ccccc1Cl (centres undefined)	21%[76.3 µM]
COCCCN(Cc1ccco1)C(=O)c1cc2c(s1)-c1ccc(Cl)cc1S(=O)(=O)C2	1%[76.3 µM]
CNC(=O)c1c(NC(=O)c2ccc(S(=O)(=O)N3CCCCC3C)cc2)sc2c1CCN(C)C2 (centres undefined)	-3%[76.3 µM]

Next entries
SMILES	GAA glycogen mod
CC(=O)c1cccc(S(=O)(=O)N2CCC(c3nc4ccccc4[nH]3)CC2)c1	8%
CCCS(=O)(=O)c1nc(S(=O)(=O)c2ccc(C)cc2)c(N2CCC3(CC2)OCCO3)s1	-2%[76.3 µM]
Nc1nonc1C(=O)N/N=C\c1cc2c(cc1Cl)OCO2	0%[76.3 µM]
O=C(CSc1ccc([N+](=O)[O-])cn1)Nc1ccc2[nH]c(=O)[nH]c2c1	-4%
CC(Nc1nc(-c2ccccc2F)nc2ccccc12)c1ccccc1 (centres undefined)	-14%
O=C(Nc1ccnn1C1CCN(Cc2cccc(F)c2F)CC1)C1CCCC1	-1%[76.3 µM]
CC1CC(c2ccccc2)NS(=O)(=O)O1 (centres undefined)	-2%[76.3 µM]
COC(=O)[C@H](Cc1ccccc1)NC(=O)c1ccc2ccccc2n1	4%
O=C(Nc1cccc(Cl)c1)Nc1ccc2nccnc2c1	2%
N#Cc1c(-c2ccccc2)nc(SCC(=O)Nc2ccc(OC(F)(F)Cl)cc2)[nH]c1=O	-14%
COc1ccc(CNC(=O)N[C@@H](Cc2c[nH]c3ccccc23)C(=O)O)cc1	4%
CCC(C)(C)NC(=O)CN(C(=O)CCC(=O)Nc1nccs1)c1ccccc1C	-2%[76.3 µM]
CCC(C)NC(=O)C(Cc1ccccc1)NS(=O)(=O)c1ccc2c(c1)CCC(=O)N2 (centres undefined)	-2%[76.3 µM]
COc1ccc(C(=O)NNC(=S)NC(=O)c2cccs2)cc1	-24%[76.3 µM]
CCCn1c2ccccc2c2cnn(CC(=O)NCCN(C)C)c(=O)c21	0%
O=C(c1ccco1)N1CCN(Cc2ccccc2Br)CC1	7%
Cc1ccc(C)c(S(=O)(=O)N2CCN(C(=O)c3ccc(C)s3)CC2)c1	-5%[76.3 µM]
CC(=O)N1CCN(c2ccc(NC(=O)c3cc4ccccc4o3)cc2)CC1	-13%[76.3 µM]
CC1Cc2cc(S(=O)(=O)N3CCN(c4ccccc4F)CC3)ccc2N1C(=O)C1CC1 (centres undefined)	2%[76.3 µM]
Cc1cccc(C)c1NC(=O)c1ccccc1C(=O)O	-1%[76.3 µM]
COc1ccc(-c2nc(CS(=O)(=O)CC(=O)NCCc3ccccc3)c(C)o2)cc1	-19%[76.3 µM]
Cc1ccc(C)c(OCC(=O)Nc2cccc(S(=O)(=O)NC3=NCCCCC3)c2)c1	-12%[76.3 µM]
O=C(NCCCCc1ccccc1)C1CCCC1	-1%[76.3 µM]
Cc1ccc(C)c(OCCC(=O)OCC(=O)NCc2ccc(F)cc2)c1	0%[76.3 µM]
COc1ccccc1NS(=O)(=O)c1ccc(NC(=O)N2CCCCC2)cc1	-2%[76.3 µM]
COc1cccc(NC(=O)Nc2cc(C)on2)c1	-6%[76.3 µM]
CC(=O)Nc1ccc(S(=O)(=O)N(C)CC(=O)OC(C)C(=O)N(C)C2CCCCC2)cc1 (centres undefined)	-2%[76.3 µM]
COc1ccc(C(C(=O)NC(C)(C)C)N(C(=O)CCC(=O)Nc2cc(C)on2)c2ccc3c(c2)OCCO3)cc1 (centres undefined)	11%
Cc1cnc(NC(=O)c2c(Cl)cnn2C)s1	1%[76.3 µM]
COc1ccc(C(=O)C2CCCN(Cc3c(F)ccc(F)c3F)C2)c(OC)c1 (centres undefined)	8%[76.3 µM]
CC(C)NC(=O)c1ccc(COc2ccc(C(C)(C)C)cc2)o1	1%
CSc1ccc(S(=O)(=O)N2CCC(C(=O)NCc3ccncc3)CC2)cc1	-8%[76.3 µM]
Cc1c(N2CCCC2)cc2c(c1N)C(C)(C)CC2(C)C	1%
O=C(COc1ccc2c(c1)oc(=O)c1ccccc12)NCC1CCC(C(=O)O)CC1 (centres undefined)	-18%[76.3 µM]
CCn1ncc(CN2CCC(C(=O)Nc3cccc(-c4cccc(F)c4)c3)CC2)c1C	5%[76.3 µM]
COc1ccc(NC(=O)c2ccco2)cc1S(=O)(=O)N1CCCCC1	-2%[76.3 µM]
Cc1cc(C)n2nc(C)c(-c3ccc(Cl)cc3)c2n1	13%[76.3 µM]
COc1ccccc1C(=O)N/N=C(\C)CC(=O)Nc1ccc(Nc2ccccc2)cc1	-1%
O=C(O)CN1C(=O)/C(=C\c2cccc(OCc3ccc(Cl)cc3)c2)SC1=S	-5%[76.3 µM]
CC1(C)Cc2c(sc(NC(=O)C(=O)NCCCN3CCOCC3)c2C#N)CO1	-23%[76.3 µM]
CCC(=O)Nc1ccc(S(=O)(=O)Nc2nccs2)cc1	-7%[76.3 µM]
Cc1ccc(-c2cc(C(=O)O)c3cc(Br)ccc3n2)s1	5%&1%
Cc1cc(C)n2nc(SCc3ccccc3F)nc2n1	4%
O=C(Cn1cnc2sc3c(c2c1=O)CCCC3)NCC(=O)Nc1ccccc1F	-2%[76.3 µM]
Cc1ccc(-c2noc(C3CCCN(C(=O)c4ccc(C(C)(C)C)cc4)C3)n2)o1 (centres undefined)	-3%
COc1ccc(OC)c(NC(=O)C2CCCN2C(=O)NC2CCCCC2)c1 (centres undefined)	-2%[76.3 µM]
CC(C)(C)NC(=O)CSc1nnc(-c2ccccc2)c(-c2ccccc2)n1	8%
O=C(NC(=O)C(F)(F)F)Nc1ccc(S(=O)(=O)Nc2nccs2)cc1	-9%[76.3 µM]
COc1ccccc1CCC(=O)Oc1ccccc1C#N	0%[76.3 µM]
CCOC(=O)C1CCN(C(=O)c2cc3c(=O)n4cccc(C)c4nc3s2)CC1	3%
Cc1cc(C)c(C)c(OCC(=O)O/N=C(\N)c2ccncc2)c1	-3%
O=C1CN(C(=O)COc2ccc(Cl)cc2Cl)c2ccccc2N1	-1%
Cc1ccccc1Cn1cc(NS(=O)(=O)c2cn(C)nc2C)cn1	-1%[76.3 µM]
Cc1nc(NCc2ccc(S(N)(=O)=O)cc2)c2c(C)c(C)sc2n1	?
NS(=O)(=O)c1cccc(NS(=O)(=O)c2ccc3ccccc3c2)c1	-12%
CCOC(=O)c1c(NC(=S)NNS(=O)(=O)c2ccc(Br)cc2)sc2c1CCCCC2	2%[76.3 µM]
CC(C)Sc1nc2c(c(=O)[nH]c(=O)n2C)n1Cc1ccccc1	5%[76.3 µM]
N/C(=N\OC(=O)c1ccncc1)c1cccc([N+](=O)[O-])c1	-8%[76.3 µM]
O=C(CCCC(=O)c1ccccc1)Nc1ccc(O)cc1	?
CS(=O)(=O)N(CC(=O)Nc1cccc(Br)c1)Cc1ccccc1	-8%[76.3 µM]

Other entries:
SMILES	GAA glycogen mod
O=C1C2C3C=CC(CC3)C2C(=O)N1c1ccccc1F (centres undefined)	-10%
CC(C)c1ccc(S(=O)(=O)N2CCN(C(=O)CN3C(=O)NC4(CCCC4)C3=O)CC2)cc1	-1%[76.3 µM]
C/C=C(\C)CN1CCC(Oc2cccc(C(=O)NCc3ccccn3)c2)CC1	3%[76.3 µM]
O=C(CCn1cccn1)N1CCCC(N2CCN(c3cccc(C(F)(F)F)c3)CC2)C1 (centres undefined)	-2%[76.3 µM]
Cc1ccc(C(C)NC(=O)Cc2cccs2)cc1C (centres undefined)	1%[76.3 µM]
Cn1cccc1C(=O)NCC(c1ccc(F)cc1)N1CCOCC1 (centres undefined)	0%[76.3 µM]
Cn1cc(C(=O)c2ccccc2C(=O)O)cc1C(=O)C(Cl)(Cl)Cl	2%
CCn1c(CC(=O)Nc2ccccc2F)nnc1SCC(=O)Nc1nnc(C)s1	-1%[76.3 µM]
CCNC(=O)CSC1=N/C(=C\c2ccc(O)c(OCC)c2)C(=O)N1c1ccc(OC(F)F)cc1	-15%[76.3 µM]
COc1ccc(-n2ncc(C(C)NS(=O)(=O)c3ccc(C(C)=O)cc3)c2C)cc1 (centres undefined)	-2%[76.3 µM]
O=C(NCCCO)c1c(O)c2cccc3c2n(c1=O)CCC3	5%
COC(=O)C(Cc1ccccc1)NC(=O)CNC(=O)c1ccccc1OC (centres undefined)	-5%[76.3 µM]
COc1cc(/C=C2\N=C(C)OC2=O)cc(OC)c1OC	0%[76.3 µM]
Cc1ccccc1C(=O)Nc1cccc(C(=O)Nc2ccccc2C(=O)O)c1	-3%[76.3 µM]
CSc1cccc(NC(=O)c2cc(S(=O)(=O)N3CCCC3)cn2C)c1	-11%[76.3 µM]
CC1CCN(C(=O)CSc2nnc(-c3ccccc3F)o2)CC1	-6%
COc1ccc(C(=O)Nc2cccc3c2CCCC3)cc1	9%[76.3 µM]
COc1cccc(OCC(=O)NNC(=O)C(=O)Nc2ccc(OC)cc2OC)c1	-2%[76.3 µM]
Cc1ccc(NC(=O)CNC(C)c2ccccc2)cc1 (centres undefined)	4%
O=C(Nc1ccccc1F)c1cccc(C(=O)Nc2ccccc2F)c1	3%
Cc1cc(C)n2nc(SCc3ccc(C#N)cc3)nc2n1	2%
CN1C(=O)c2cccc3c(S(=O)(=O)N4CCCC4C(=O)O)ccc1c23 (centres undefined)	-8%[76.3 µM]
O=C(O)c1cccc(-n2c(/C=C/c3ccc([N+](=O)[O-])cc3)nc3ccccc3c2=O)c1	0%[76.3 µM]
CCc1nc2ccc(C(=O)NCCCN3CCN(c4ccc(F)cc4)CC3)cc2nc1CC	-6%
COc1ccc(S(=O)(=O)N2CCN(C)CC2)cc1NC(=O)c1ccccc1C	-10%[76.3 µM]
CC(NS(=O)(=O)c1ccc2c(c1)c(=O)n(C)c(=O)n2C)C(=O)NC1CCCCC1 (centres undefined)	-3%[76.3 µM]
Cc1csc(Nc2nc(N)c(C(=O)Nc3ccccc3)o2)n1	-4%
COc1ccc(NC(=O)C2CCCN(S(C)(=O)=O)C2)cc1 (centres undefined)	-1%[76.3 µM]
CCOc1c(Br)cc(C(=O)NCCCn2ccnc2)cc1OC	-2%
COc1ccc2c(C)c(CCC(=O)NC3CC3)c(=O)oc2c1	-8%[76.3 µM]
N#CCC(=O)Nc1ccc(C(=O)OCc2ccccc2Oc2ccccc2)cc1	2%
Clc1ccc(-c2ccc(CNCc3ccccn3)o2)cc1	1%[76.3 µM]
Cc1noc(C)c1S(=O)(=O)Nc1ccc(C(=O)Nc2ccc(OC(F)(F)F)cc2)cc1	10%[76.3 µM]
C[C@H](NC(=O)C(c1ccccc1)c1ccccc1)c1ccccc1	1%

This is a subset, so the mix of outcomes need not match the whole.
